From PubChem BioAssay
NPC1 prom act – activates the NPC1 promoter. Huh7 NPC1 promoter luciferase reporter, 24 h. Potency, µM (doses to about 9.22 µM), inactives show at the highest dose activation, usual class: activators. 320,000 compounds, 2.4% hits;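 also: potency is read from the fitted curve at half-maximal effect; % of control where 0% means no effect; nearly all actives have a fitted effect of over 60% in size; reporter is driven by a mutant NPC1 promoter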
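Luciferase expression driven by the NPC1 promoter was measured in stably transfected Huh7 cells after a 24 h compound incubation, using a luciferase reagent and a luminescence read.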
RORg inh – blocks mouse ROR gamma transcriptional activity; P51450; Potency, µM (top dose mostly 53.6 µM), for inactives: top-dose activity change, negative = inhibition, most hits filed as inhibitors; 310,000 compounds, 5.4% hits; Drosophila S2 Gal4-RORgamma UAS-luciferase reporter, 20 h; AID 2551; also: potency is read from the fitted curve at half-maximal effect; % is scaled to controls: 0 for no effect and ±100 for the full control effect; nearly all actives have a fitted effect of over 60% in size
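Drosophila S2 cells stably expressing Gal4-DBD/mouse RORγ fusion under metallothionein promoter plus UAS-luciferase; compound 1 h, then 700 uM CuSO4 induction for 20 h at ambient temperature; inhibition read as reduced luminescence.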
TRPV1 ag – human TRPV1 agonism; activation, % at 8.33 µM; Q8NER1; TRPV1-expressing cells, Fluo-8 calcium influx, agonist mode; AID 540275; 320,000 compounds, 0.19% hits; in the data active = activation above about 80%; inconclusive = between about 30% and that limit; also: 0% is about no effect
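Fluo-8 calcium influx in TRPV1-expressing cells, kinetic read (ex 480/em 520 nm). Compound added and read 3 min for agonist activity, followed by capsaicin at EC20 final and 2 min further read for enhancement.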
ELG1 repair inh – inhibitors of ELG1-dependent DNA repair in HEK293T cells; 330,000 compounds, 2.3% hits; Potency, µM (titrated, usually from 46.1 µM), for the others: at the highest dose activity change, negative = inhibition, usual class: inhibitors; HEK293T ELG1-luciferase reporter, luminescence, 16 h; DNA damage induced by 5-fluorouridine; AID 504467; also: potency is read from the fitted curve at half-maximal effect; % is scaled to controls: 0 for no effect and ±100 for the full control effect; nearly all actives have a fitted effect of over 55% in size
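HEK293T cells expressing luciferase-tagged ELG1 (2,000/well) received 5-Fluorouridine plus compound or DMSO for 16 hr at 37 °C. Luciferase was read by ONE-Glo luminescence after 30 min at room temperature.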
p53 reactivation – restores transcriptional activity of mutant p53; AID 504706; H1299 p53-A138V BP100-luciferase reporter, luminescence, 24 h; 320,000 compounds, 0.063% hits; Potency, µM (doses to about 92.2 µM), without a hit: at the highest dose activity change, positive = activation, usual class: activators; also: potency is read from the fitted curve at half-maximal effect; % of control where 0% means no effect; nearly all actives have a fitted effect of over 45% in size
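H1299 (p53-null), stable ts p53-A138V + BP100-Luc; 1000 cells/well, Opti-MEM/10% FBS; cpd 4 pt, 1:5; 24 h, 37 deg C, 5% CO2; detection reagent 10 min RT; luminescence.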
Gal4-VP16 FLuc – Gal4-VP16 reporter inhibition counter-screen | AID 2546 | Drosophila S2 Gal4-VP16 UAS-luciferase, luminescence, 20 h | Potency, µM (doses to about 53.6 µM), inactives show at the highest dose activity, negative = inhibition, usual class: inhibitors | 310,000 compounds, 3.5% hits;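 also: Gal4-VP16 expression switched on by copper sulfate through the metallothionein promoter; potency is read from the fitted curve at half-maximal effect; % is scaled to controls: 0 for no effect and ±100 for the full control effect; nearly all actives have a fitted effect of over 50% in size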
ELG1 genotoxic – inducers of genotoxicity in HEK293T ELG1-luciferase cells; HEK293T ELG1-luciferase reporter, luminescence, 16 h; Potency, µM (series often up to 46 µM), inactives show at the highest dose activity change, positive = activation, hits mostly activators; 330,000 compounds, 1.3% hits; AID 504466; also: potency is read from the fitted curve at half-maximal effect; % of control where 0% means no effect; nearly all actives have a fitted effect of over 60% in size
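HEK293T cells expressing luciferase-tagged ELG1 were treated with compound or DMSO for 16 hr at 37°C. Luciferase activity was then read after 30 min with ONE-Glo at room temperature; rising signal flags genetic stress.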
FLuc counter – inhibits or activates purified firefly luciferase, miR-21 counter-screen. P08659. purified FLuc, Km substrates, luminescence inhibition. Potency, µM (highest dose often 57.5 µM), without a hit: at the highest dose activity change, negative = inhibition, hits mostly inhibitors. 360,000 compounds, 6.9% hits. AID 588342;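 also: potency is read from the fitted curve at half-maximal effect; plate controls were vehicle for no effect and reference inhibitor for full effect; nearly all actives have a fitted effect of over 55% in size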
Target sequence (P08659 whole entry, looked up): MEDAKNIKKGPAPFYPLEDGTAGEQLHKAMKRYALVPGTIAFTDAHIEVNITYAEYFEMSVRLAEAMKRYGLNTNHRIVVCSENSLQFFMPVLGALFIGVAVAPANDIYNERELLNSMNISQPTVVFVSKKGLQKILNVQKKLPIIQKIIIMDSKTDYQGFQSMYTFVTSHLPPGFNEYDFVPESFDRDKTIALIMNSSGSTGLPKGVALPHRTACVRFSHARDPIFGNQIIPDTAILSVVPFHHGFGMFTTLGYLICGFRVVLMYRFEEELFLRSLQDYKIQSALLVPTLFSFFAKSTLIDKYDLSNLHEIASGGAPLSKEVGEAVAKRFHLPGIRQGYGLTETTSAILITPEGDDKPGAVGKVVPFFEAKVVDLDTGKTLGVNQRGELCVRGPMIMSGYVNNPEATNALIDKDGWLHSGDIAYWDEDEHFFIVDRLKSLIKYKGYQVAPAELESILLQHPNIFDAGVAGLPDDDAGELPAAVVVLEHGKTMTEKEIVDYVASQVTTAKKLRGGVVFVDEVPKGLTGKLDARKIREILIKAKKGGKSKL
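Purified P. pyralis luciferase (10nM final) with 10uM D-luciferin and 10uM ATP (Km levels) in 50mM Tris acetate pH 7.5, 10mM Mg acetate, 0.01% Tween-20, 0.05% BSA; qHTS 6-point titration, ~60 µM downward; luminescence read.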
BRCA1 expr act – BRCA1 expression activation. MCF7-BRCA1-FFLuc reporter, luminescence, 48 h; response scale: scaled: vehicle 0%, 10 µM genistein 100%. Potency, µM (doses to about 46.1 µM), for the others: at the top dose activation, usual class: activators. 380,000 compounds, 1.1% hits. AID 624202; also: potency is read from the fitted curve at half-maximal effect; nearly all actives have a fitted effect of over 80% in size; some results filed as inactive show a strong effect at the top dose
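Luminescence from a BRCA1-driven firefly luciferase in MCF7 cells was the read-out, taken 15 min after substrate addition following 48 h compound exposure at 37 °C. Data were normalized to a 10 microM genistein control and DMSO vehicle.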
Rab9 promoter act – Rab9 promoter activation | Potency, µM (titrated, usually from 9.22 µM), for the others: at the top dose activation, negative = inhibition, usual class: activators | 320,000 compounds, 2.8% hits | Huh7 Rab9 promoter-luciferase reporter, luminescence, 24 h; also: potency is read from the fitted curve at half-maximal effect; % of control where 0% means no effect; nearly all actives have a fitted effect of over 60% in size
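Huh7 reporter line, Rab9 promoter upstream of luciferase. Compound exposure 24 h at 37 °C in reduced-serum medium with 10% FBS. Read-out: luminescence.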
Tb PFK block – T. brucei PFK enzyme inhibition | T. brucei PFK, ADP-Glo luminescence | Potency, µM (top dose mostly 57.5 µM), inactives show at the top dose activity, negative = inhibition, actives largely listed as inhibitors | 330,000 compounds, 0.17% hits;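 also: potency is read from the fitted curve at half-maximal effect; 0% = uninhibited 1x PFK enzyme wells and -100% = no-enzyme wells; nearly all actives have a fitted effect of over 60% in size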
Target sequence (O15648 whole entry, looked up): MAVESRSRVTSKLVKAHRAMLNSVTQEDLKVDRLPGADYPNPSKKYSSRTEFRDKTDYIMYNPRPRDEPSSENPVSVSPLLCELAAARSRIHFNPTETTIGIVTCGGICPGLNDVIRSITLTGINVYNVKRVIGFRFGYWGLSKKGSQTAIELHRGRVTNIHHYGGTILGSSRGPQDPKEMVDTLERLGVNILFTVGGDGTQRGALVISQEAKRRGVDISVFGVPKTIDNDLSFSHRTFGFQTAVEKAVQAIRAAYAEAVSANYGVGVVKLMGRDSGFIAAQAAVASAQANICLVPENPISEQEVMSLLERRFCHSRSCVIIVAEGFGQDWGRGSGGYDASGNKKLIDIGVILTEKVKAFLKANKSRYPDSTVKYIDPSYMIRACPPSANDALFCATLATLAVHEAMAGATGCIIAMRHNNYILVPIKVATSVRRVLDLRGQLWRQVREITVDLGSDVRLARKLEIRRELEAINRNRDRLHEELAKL
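In TEA buffer at pH 8.0 with 5 mM MgCl2, enzyme (1.25 nM) converted F6P (0.5 mM) and ATP (0.1 mM) for 45 min at room temperature. ADP product was read by luciferase luminescence.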
* marks the source's active call; other numbers are inactive results; u = inconclusive; x = no result given. Unless noted, calls follow the shape of the dose curve; as a rule, active = well fitted curve in the direction sought with a large enough effect; inconclusive = small, poorly fitted or top-dose-only effect, or another doubt; inactive = no such curve, though single readings can be large; an effect the other way counts as inactive or inconclusive.

compound	NPC1 prom act	RORg inh	TRPV1 ag	ELG1 repair inh	p53 reactivation	Gal4-VP16 FLuc	ELG1 genotoxic	FLuc counter	BRCA1 expr act	Rab9 promoter act	Tb PFK block
O=C(O)c1cccc2c1C(=O)c1ccc(N3CCCCC3)cc1S2(=O)=O	18%	x	1	27%	u	x	6%	u	0%	14%	0%
O=C(Nc1ccc(N2CCOCC2)cc1)c1cccc(S(=O)(=O)N2CCOCC2)c1	x	x	x	-1%	-2%	x	-1%	x	-12%	x	0%
CN(CC(=O)Nc1cccc(F)c1)C(=O)c1cn2ccccc2n1	0%	x	2	17%	-5%	x	2%	3%	2%	-2%	-7%
O=C1CC(N2CCSCC2)C(=O)N1c1cccc(Br)c1 (centres undefined)	-1%	-32%	4	15%	2%	-8%	4%	1%	18%	-4%	-2%
O=C1Nc2ccc([N+](=O)[O-])cc2OC1CCN1CCN(Cc2ccccc2)CC1 (centres undefined)	-5%	42%	2	-2%	1%	13%	-3%	1%	-1%	-1%	2%
Cc1ccc2oc(C(=O)N(Cc3nccn3C)C(C)C)c(C)c2c1	-1%	u	4	17%	-2%	-1%	3%	-2%	16%	0%	-4%
Cc1sc(NC(=O)CSc2nnc(N)s2)c(C#N)c1C	4%	1%	11	22%	-2%	1%	8%	-7%	-22%	10%	0%
COc1ccc(N2CC(C)Cn3c2nc2c3c(=O)n(Cc3ccc(F)cc3)c(=O)n2C)c(OC)c1 (centres undefined)	-6%	42%	6	16µM*	-5%	-4%	-8%	1%	-6%	-7%	-1%
Cc1nn(CCc2nc(-c3ccco3)cs2)c2[nH]c(=O)cc(C(F)(F)F)c12	7%	19%	0	1%	6%	-5%	-7%	u	13%	0%	-11%
COc1c(C)oc2cc(O)ccc2c1=O	1%	-1%	2	-7%	-4%	2%	-1%	6%	2%	3%	-1%
S=C(NCc1ccncc1)Nc1cc(Cl)cc(Cl)c1	-5%	3%	u	0%	-5%	-2%	-10%	0%	-6%	-7%	0%
O=C(Cn1cncn1)c1ccc(F)cc1F	-3%	3%	0	8%	0%	-2%	4%	12%	-24%	-3%	1%
c1cncc(-c2nc(NCC3CCCO3)c3ccccc3n2)c1 (centres undefined)	0%	-7%	15	23µM*	-3%	0%	-16%	0%	-17%	-7%	-3%
CC(NC(=O)CN1C(=O)NC2(CCCCCC2)C1=O)c1ccccc1Cl (centres undefined)	-5%	x	-2	u	-1%	x	-1%	8%	-17%	1%	-2%
CC(=O)N(C)c1ccc(C(O)(C(F)(F)F)C(F)(F)F)cc1	0%	13µM*	-2	4%	7%	-12%	20%	5%	-18%	2%	-4%
O=C(COc1cccc(-n2cnnn2)c1)Nc1ccc([N+](=O)[O-])cc1	-1%	10%	0	-3%	-1%	-1%	-4%	5%	-34%	-8%	-7%
CCN=C1S/C(=C\c2cn(C(C)=O)nc2-c2ccccc2)C(=O)N1CC	-1%	-15%	18	u	-4%	0%	-5%	-9%	3%	-2%	4%
CCNC(=O)NC(=O)C(C)OC(=O)c1cc(S(=O)(=O)N2CCCCCC2)ccc1OC (centres undefined)	-3%	7%	4	23µM*	-3%	-12%	-4%	0%	-4%	-7%	0%
CCc1ccc(C(=O)COC(=O)[C@@H](NC(N)=O)[C@@H](C)CC)cc1	18%	-29%	1	u	13%	u	u	1.3µM*	15%	u	7%
O=C(CN(Cc1ccc(F)cc1)C(=O)CCC(=O)Nc1nccs1)NCc1ccc(F)cc1	3%	-2%	2	16%	3%	-4%	-7%	0%	-14%	-1%	1%

RORg inh, hit marks shown above.
SMILES	NPC1 prom act	RORg inh	TRPV1 ag	p53 reactivation	Rab9 promoter act	Tb PFK block
CC(=O)N(C)c1ccc(C(O)(C(F)(F)F)C(F)(F)F)cc1	0%	13µM*	-2	7%	2%	-4%

Remaining list, next part:
compound	NPC1 prom act	RORg inh	TRPV1 ag	ELG1 repair inh	p53 reactivation	Gal4-VP16 FLuc	ELG1 genotoxic	FLuc counter	BRCA1 expr act	Rab9 promoter act	Tb PFK block
CCCCOc1ccc(S(=O)(=O)N2CCN(c3ccc(N4CCN(CC)CC4)nn3)CC2)cc1	0%	x	2	15%	4%	x	u	2%	-8%	-1%	-1%
CS(=O)(=O)NCCNc1ccc(C(F)(F)F)cc1[N+](=O)[O-]	-2%	30%	1	15%	3%	-1%	0%	1%	20%	-7%	0%
COc1ccc(CNC(=O)CN2C(=O)NC3(CCCc4sccc43)C2=O)cc1OC (centres undefined)	-4%	x	-2	1%	-2%	x	0%	1%	7%	-7%	-3%
CCOc1ccccc1NC(=O)C(c1ccccc1)N1CCN(C(=O)c2ccco2)CC1 (centres undefined)	-2%	x	u	-22%	-9%	x	-3%	-2%	-27%	-5%	6%
CCOC(=O)CNC(=O)N1CCCC(CNS(=O)(=O)Cc2ccccc2)C1 (centres undefined)	-4%	-10%	0	10%	-5%	6%	1%	4%	9%	-3%	-1%
CCN(CC)C(=O)c1nc[nH]c1C(=O)N1CCN(C(=O)OC(C)(C)C)CC1	-2%	x	-5	13%	7%	x	2%	2%	2%	-1%	-17%
Cn1c(N)c(C(=O)COc2ccc(C#N)cc2)c(=O)n(C)c1=O	-7%	-12%	-1	11%	7%	-21%	3%	1%	-29%	1%	3%
CCCOc1cccc(C(=O)Nc2ccc3c(c2)OCCO3)c1	3.2µM*	-42%	u	u	24%	-30%	2.3µM*	0.95µM*	7.9µM*	u	-6%
CCCSC1=N/C(=C/c2ccsc2)C(=O)N1c1ccccc1	-1%	11%	10	-26%	-9%	u	-4%	-1%	-5%	-1%	7%
COC(=O)c1c(C)[nH]c(C(=O)OCC(=O)c2c(N)n(CC(C)C)c(=O)n(C)c2=O)c1C	x	x	x	16µM*	-4%	x	-5%	x	-47%	x	0%
COc1cccc(C(=O)NNC(=O)c2ccc(NS(=O)(=O)c3cccs3)cc2)c1OC	-1%	x	-5	12%	6%	x	-5%	u	17%	2%	6%
N#CCCN1CCN(S(=O)(=O)c2ccc(S(=O)(=O)NCc3ccccc3)cc2)CC1	0%	-21%	-3	21%	-3%	4%	7%	5%	0%	-4%	-12%
CSc1ncccc1C(=O)Nc1ccc(S(=O)(=O)NC2=NCCCCC2)cc1	-6%	15%	8	-9%	-1%	18%	5%	4%	0%	-1%	2%
Cc1ccc(-c2nnc(N3CCN(C(=O)COc4cccc(C)c4)CC3)c3ccccc23)cc1	-2%	16%	13	u	-2%	u	-24%	4%	-47%	-11%	10%
O=C(CSc1cccc[n+]1[O-])Nc1c(Br)cc([N+](=O)[O-])cc1Br	0%	-16%	-1	-9%	3%	4%	-3%	0%	7%	0%	-1%
CCCONC(=O)Nc1ccccc1[N+](=O)[O-]	-3%	9%	3	u	u	1%	-2%	2%	-20%	1%	0%
COc1cc(-c2nc3ccccc3c(=O)n2N)cc(OC)c1OC	-5%	29%	-3	2%	-11%	-15%	0%	-1%	20%	1%	0%
N#CC1(NC(=O)COC(=O)c2cc([N+](=O)[O-])ccc2N2CCCC2)CCCCC1	0%	x	5	-11%	-7%	x	0%	-4%	-12%	-2%	-2%
Cc1ccnc(Nc2nc(-c3ccc(O)cc3O)cs2)c1	u	0.71µM*	2	0%	x	2.2µM*	14%	17µM*	7.9µM*	u	-8%
COc1ccc(-n2c(C)c(C)c3c(NCCO)ncnc32)cc1	24%	7%	-4	u	u	-2%	11%	u	82%	26%	-3%
CCCCOc1ccccc1C1NC(=O)NC(C)=C1C(=O)OCc1ccco1 (centres undefined)	-4%	-22%	22	6%	-2%	1%	10%	-1%	4%	-12%	-3%
O=C(Nc1ccccc1Oc1ccccc1)C1CC1	-2%	9%	1	2%	0%	0%	-5%	1%	-14%	0%	4%
